Assay outcomes: PubChem, several laboratories
TMEM16A act = activators or potentiators of mouse TMEM16A chloride channel. hit rate 0.3% among 340,000. B-score at 10 µM. HEK293 TMEM16A/YFP-H148Q/I152L, iodide quench fluorescence; active compounds read low. Q8BHY3;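 active means fluorescence-ratio B-score plate-corrected deviation score at least 3 library SD below zero, with starting fluorescence score within 5 deviations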;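 further: channel opened by trigger with iodide after compound preincubation; score built on the fluorescence ratio of max minus min over baseline; more negative score means more quench and so TMEM16A activation or potentiation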
HDAC3 inh = blocks human histone deacetylase 3; O15379; recombinant HDAC3, fluorogenic peptide/trypsin coupled, fluorescence; inhibition, % at 8.3 µM; hit rate 0.15% among 320,000; AID 2718; in the data active means inhibition above about 26%, passing the limit was not always enough; inconclusive means no clear call, values can overlap the other calls
Target sequence (O15379 whole entry, looked up): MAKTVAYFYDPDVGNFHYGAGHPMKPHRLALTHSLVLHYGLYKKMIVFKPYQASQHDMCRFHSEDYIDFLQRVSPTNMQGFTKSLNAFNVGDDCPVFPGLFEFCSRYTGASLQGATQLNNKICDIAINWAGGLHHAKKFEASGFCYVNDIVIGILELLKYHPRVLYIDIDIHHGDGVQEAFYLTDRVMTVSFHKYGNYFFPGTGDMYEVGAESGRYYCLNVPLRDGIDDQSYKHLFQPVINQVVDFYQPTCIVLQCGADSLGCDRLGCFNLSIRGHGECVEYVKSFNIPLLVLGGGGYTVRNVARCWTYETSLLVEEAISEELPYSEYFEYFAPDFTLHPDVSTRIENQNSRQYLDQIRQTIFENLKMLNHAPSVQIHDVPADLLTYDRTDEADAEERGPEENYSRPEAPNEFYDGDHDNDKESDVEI
* = called active by the depositor; i = inactive; ? = inconclusive. Some of the compounds tested (hit frequency here may not be typical).

Below each SMILES – HDAC3 inh | TMEM16A act
> C[C@H]1CN([C@@H](C)CO)C(=O)c2cc(NS(=O)(=O)c3ccc(F)cc3)ccc2O[C@H]1CN(C)S(=O)(=O)c1cn(C)cn1
    5 | i
> COc1ccc(C(CNC(=O)c2cc3c(s2)CCC(C)C3)N2CCOCC2)cc1 (stereo unspecified)
    9 | i
> CCC(C)Nc1nnc(SCC(=O)c2c(N)n(C3CC3)c(=O)[nH]c2=O)s1 (stereo unspecified)
    0 | i
> COc1ccc(S(=O)(=O)N2CCN(c3cnccn3)CC2)cc1OC
    1 | i
> COc1cccc(CN(C)C(=O)c2ccc(C)c(S(=O)(=O)N3CCCCC3)c2)c1
    -1 | i
> O=C(COC(=O)c1ccco1)NCc1ccc(Cl)cc1Cl
    -4 | i
> O=C(CN1C(=O)NC2(CCOc3ccccc32)C1=O)Nc1ccc(Br)cc1F (stereo unspecified)
    3 | i
> CCN(C[C@H]1N[C@@](CC)(C(=O)OC)[C@H]2C(=O)N(C)C(=O)[C@@H]12)S(=O)(=O)c1ccc(C(C)(C)C)cc1
    -5 | i
> COc1ccccc1-c1sc2cc3c(cc2c1-c1ccc(OCCN2CCCCC2)cc1)OCO3
    8 | i
> O=C(CSc1ccc(Cl)cc1)NC(=O)c1ccccc1
    -3 | i
> COc1ccc(-c2ccc3c(c2)S(=O)(=O)c2cccc(C(=O)N4CCN(C5CCCCC5)CC4)c2C3=O)cc1OC
    5 | i
> COc1cc(S(=O)(=O)Nc2ccccc2C(=O)N2CCCCC2)ccc1NC(C)=O
    4 | i
> Cc1ccc(OCCC(=O)OCC(=O)c2c(N)n(CC(C)C)c(=O)n(C)c2=O)cc1
    -1 | i
> COc1ccc(S(=O)(=O)N2CCN(c3nn(C)c(=O)n(C)c3=O)CC2)cc1
    ? | i
> COc1ccc(N2CCN(C(=O)COC(=O)c3c(-c4ccccc4)noc3C)CC2)cc1
    -16 | i
> CCN(CC(=O)Nc1ccc(OC)cc1)C(=O)c1ccc2[nH]c3c(c2c1)CC(C)CC3 (stereo unspecified)
    10 | i
> O=C(c1ccc(-c2ccccc2Cl)o1)N1CCCC(C(F)(F)F)C1 (stereo unspecified)
    19 | i
> COc1ccc(NC(=O)N(C)C[C@H]2Oc3c(NC(=O)Nc4ccc5c(c4)OCO5)cccc3C(=O)N([C@H](C)CO)C[C@@H]2C)cc1
    -1 | i
> CCCCN(C(=O)c1cccc(-c2ccc(OC(C)=O)cc2)c1)c1c(N)n(CCC)c(=O)[nH]c1=O
    -1 | i
> CN(c1ccc(OCC(=O)Nc2ccccc2C(=O)O)cc1)S(=O)(=O)c1ccc(Cl)cc1
    -6 | i

Molecules from the list above with four or more nitrogen atoms:
Below each SMILES – HDAC3 inh | TMEM16A act
> C[C@H]1CN([C@@H](C)CO)C(=O)c2cc(NS(=O)(=O)c3ccc(F)cc3)ccc2O[C@H]1CN(C)S(=O)(=O)c1cn(C)cn1
    5 | i
> CCC(C)Nc1nnc(SCC(=O)c2c(N)n(C3CC3)c(=O)[nH]c2=O)s1 (stereo unspecified)
    0 | i
> COc1ccc(S(=O)(=O)N2CCN(c3cnccn3)CC2)cc1OC
    1 | i
> COc1ccc(S(=O)(=O)N2CCN(c3nn(C)c(=O)n(C)c3=O)CC2)cc1
    ? | i
> COc1ccc(NC(=O)N(C)C[C@H]2Oc3c(NC(=O)Nc4ccc5c(c4)OCO5)cccc3C(=O)N([C@H](C)CO)C[C@@H]2C)cc1
    -1 | i
> CCCCN(C(=O)c1cccc(-c2ccc(OC(C)=O)cc2)c1)c1c(N)n(CCC)c(=O)[nH]c1=O
    -1 | i

Continuation.
Below each SMILES – HDAC3 inh | TMEM16A act
> CC(=O)c1cccc(NC(=O)COC(=O)CCNS(=O)(=O)c2ccccc2)c1
    5 | i
> Cn1c(SCC(=O)NC2CCCC2)nnc1C(F)(F)F
    0 | i
> NC(=O)CC[C@H](NC(=O)c1ccc(F)cc1)C(=O)N1CCN(Cc2ccc3c(c2)OCO3)CC1
    0 | i
> CCN(c1ccccc1)S(=O)(=O)c1ccc(C(=O)Nc2c(C)n(C)n(-c3ccccc3)c2=O)cc1
    7 | i
> CCCCCC/C(C=O)=C\c1ccccc1
    0 | i
> Cc1ccsc1C(=O)OCC(=O)N(Cc1ccccc1)C(C)C
    -4 | i
> Cc1ccc(CNC(=O)c2cc(-c3ccccc3C)nn2CC2CC(c3cccnc3)=NO2)cc1 (stereo unspecified)
    3 | i
> O=C(COC(=O)c1ccc(F)cc1F)Nc1cccnc1Cl
    -3 | i
> CCN(CC)S(=O)(=O)c1cccc(NC(=O)c2cccc(S(=O)(=O)N3CCCC3)c2)c1
    1 | i
> CN(C(=O)COC(=O)Cn1cnc2c1c(=O)n(C)c(=O)n2C)C1(C#N)CCCCC1
    -1 | i
> O=C(CSc1nc(-c2ccccc2)cs1)NCCCN1CCCC1=O
    -7 | i
> O=C(/C=C/c1ccco1)N1CCN(S(=O)(=O)c2cccc([N+](=O)[O-])c2)CC1
    4 | i
> Cc1cc(C)n2nc(C(=O)OCC(=O)Nc3ccc(C)c(F)c3)nc2n1
    1 | i
> CCN(C(=O)CSc1nc(C)nc2sc(C)c(C)c12)C1CCS(=O)(=O)C1 (stereo unspecified)
    0 | i
> O=C1C=C(c2ccccc2)C[C@@H](c2ccc(Cl)cc2)C1
    0 | i
> CCOC(=O)c1ccc(NC(=O)c2nc[nH]c2C(=O)NCCCCNC(=O)c2[nH]cnc2C(=O)Nc2ccc(C(=O)OCC)cc2)cc1
    3 | i
> CCOC(=O)[C@@H]1[C@H]2COc3cc(OC)ccc3[C@@H]2N2C(=O)N(c3ccccc3)C(=O)[C@@]12C
    -10 | i
> O=C(NCCC(=O)N1CCCCCCC1)c1ccc(Br)cc1
    -10 | i
> CCSc1nnc(SCC(=O)Nc2cc(C)on2)s1
    -8 | i
> Clc1cccc(-c2ccc3ncnc(NCc4cccs4)c3c2)c1
    7 | i
> O=C(O)c1sccc1S(=O)(=O)N1CCOCC1
    0 | i
> COc1ccccc1C(=O)COC(=O)C(NC(=O)Cc1ccccc1)C(C)C (stereo unspecified)
    3 | i
> CC(C)(C)OC(=O)C[C@@H]1C/C=C\C[C@@H](CC(=O)N[C@@H](CO)Cc2ccccc2)C(=O)NC[C@@H](c2ccccc2)OC1=O
    -2 | i
> COc1ccc(S(=O)(=O)N2CCC(C(=O)N(C)Cc3ccc(C)o3)CC2)cc1OC
    -1 | i
> O=C1CN(C(=O)COC(=O)CCC(=O)c2ccc(F)cc2)c2ccccc2N1
    -8 | i
> O=C1CCC(C(=O)Nc2ccc([N+](=O)[O-])cc2)N1 (stereo unspecified)
    2 | i
> CCOC(=O)c1cccc(-c2c(-c3ccccc3)ncc3cc(OC)c(OC)cc23)c1
    6 | i
> COc1ccc(NS(=O)(=O)c2ccc(N3CCCCC3)c(NC(=O)C(C)NC(N)=O)c2)cc1 (stereo unspecified)
    3 | i
> CCCC1(c2ccccc2)NC(=O)N(CC(=O)N2CC(=O)Nc3ccccc32)C1=O (stereo unspecified)
    -3 | i
> CC1CC1C(=O)OCC(=O)N(C)CC(=O)Nc1ccc(F)cc1 (stereo unspecified)
    2 | i
> COCCN(CC(=O)Nc1cccc(C)c1C)C(=O)c1cc(-c2cccs2)nn1-c1ccccc1
    5 | i
> CC(C)c1ccc(S(=O)(=O)Nc2ccc3c(c2)OCO3)cc1
    11 | i
> COC(=O)N[C@@H]1C[C@H]2[C@@H]3CC[C@H]4C[C@@H](OC)CC[C@]4(C)[C@H]3CC[C@]12C
    -2 | i
> COc1ccccc1C(CNC(=O)CNC(=O)c1ccccc1Cl)N1CCCC1 (stereo unspecified)
    3 | i
> C=CC[C@]12CCc3ccccc3C1N(c1ccc(C(=O)OCC)cc1)C2=O (stereo partly specified)
    1 | i
> O=C(CNC(=O)c1ccco1)OCc1ccccc1Cl
    -3 | i
> COc1ccc(OCCCC(=O)Nc2cc(S(=O)(=O)N3CCCCC3)ccc2C)cc1
    3 | i
> O=C(OCC(=O)N1CCc2ccccc21)c1n[nH]c(=O)c2ccccc12
    -4 | i
> CCN(c1ccccc1)S(=O)(=O)c1cccc(C(=O)NCc2ccccc2CN2CCOCC2)c1
    4 | i
> COc1cc(OC)cc(-c2c(C#Cc3ccsc3)c3cc(-c4ccc5cc[nH]c5c4)ccc3n2C)c1
    -1 | i
> CCOc1ccc(NC(=O)COc2ccccc2C(=O)NCc2ccccc2)cc1
    0 | i
> COc1cccc(NC(=O)CN(c2ccccc2OC)S(=O)(=O)c2cccs2)c1
    -5 | i
> Cc1ccc(NC(=O)C2CCC(C(C)(C)C)CC2)cc1S(=O)(=O)N1CCOCC1 (stereo unspecified)
    ? | i
> COc1cccc(NC(=O)C2CC(=O)N(Cc3ccco3)C2)c1 (stereo unspecified)
    2 | i
> COc1cc(CC(=O)OCC(=O)c2ccc(F)cc2)cc(OC)c1OC
    -15 | i
> C=CC[C@@H](CC(=O)N[C@@H](CO)Cc1ccccc1)C(=O)NCCOC(=O)[C@@H](CC=C)CC(=O)OC(C)(C)C
    1 | i
> CC(C)(C)c1ccc(C(=O)OCc2c(-c3ccccc3)ncc3ccccc23)cc1
    3 | i
> Cc1ccc(NC(=O)c2ccc(S(=O)(=O)N3CCCCC3)cc2)nc1
    -3 | i
> c1csc(CNc2ncnc3ccc(-c4ccc5c(c4)OCCO5)cc23)c1
    0 | i
> C[C@H](CO)N1C[C@H](C)[C@@H](CN(C)Cc2ccc(C(=O)O)cc2)Oc2c(NS(=O)(=O)c3cccs3)cccc2C1=O
    0 | i

New compounds follow
Below each SMILES – HDAC3 inh | TMEM16A act
> c1ccc(C[C@H]2CN=C(Nc3ccccc3)N2CCCC2CCCCC2)cc1
    -3 | i
> CCOC(=O)C1=C(COC(=O)COc2cccc(C)c2C)NC(=O)NC1C (stereo unspecified)
    6 | i
> N#Cc1ccc(NC(=O)C2=COCCO2)cc1
    5 | i
> CCOc1ccc(S(=O)(=O)N2CCCCC2)cc1NC(=O)Cc1cccc(C(F)(F)F)c1
    2 | i
> CC(Sc1nncn1C)C(=O)Nc1ccc(N2CCCCC2)cc1 (stereo unspecified)
    -6 | i
> O=C(O)C1CCN(C(=O)CSc2nnc3ccccn23)CC1
    -7 | i
> c1ccc2c3n(nc2c1)CCCO3
    -8 | i
> N#CCCN(Cc1cccnc1)S(=O)(=O)c1ccc2ccccc2c1
    -2 | i
> C[C@@]12C(=O)N(Cc3ccc(Cl)cc3)CC(=O)N1[C@H]1c3ccccc3OC[C@@H]1[C@@H]2c1ccccc1
    2 | i
> CCOc1ccc2oc(C(=O)OCC(=O)N3C(C)CCCC3C)c(C)c2c1 (stereo unspecified)
    -10 | i
> Cc1cc(C)c(S(=O)(=O)N2CCN(C(=O)c3cc(=O)[nH]c4ccccc34)CC2)c(C)c1
    2 | i
> COc1ccc(C(C)(C)C)cc1NC(=O)CCN1C(=O)NC(C)(C)C1=O
    0 | i
> O=C1CCC/C=C/C[C@@H](CC(=O)N(CCO)Cc2ccccc2)C(=O)NC[C@H](c2ccccc2)O1
    1 | i
> CCN(CC(=O)Nc1c(F)cccc1F)C(=O)Cc1c[nH]c2ccccc12
    9 | i
> O=C(COC(=O)c1ccc(O)cc1O)Nc1cccc2ccccc12
    1 | i
> CC(=O)NC(C)c1cc(F)c2cccnc2c1O (stereo unspecified)
    -7 | i
> O=C(COC(=O)c1cc(S(=O)(=O)N2CCOCC2)ccc1O)Nc1ccc2c(c1)OCO2
    ? | i
> CN(Cc1ccccc1)C(=O)c1ccc(NC(=O)Cc2cccc(NC(=O)C3CCN(C(=O)C4CCCC4)CC3)c2)cc1
    ? | i
> CC(=O)c1c(C)[nH]c(C(=O)NNC(=O)c2ccc(Br)cc2)c1C
    0 | i
> COc1cc2sc(-c3ccccc3OC)c(-c3ccc(O)cc3)c2cc1OC
    -1 | i

Looked up above:
HDAC3 inh, Cc1cc(C)c(S(=O)(=O)N2CCN(C(=O)c3cc(=O)[nH]c4ccccc34)CC2)c(C)c1 : 2
HDAC3 inh, CC(=O)c1c(C)[nH]c(C(=O)NNC(=O)c2ccc(Br)cc2)c1C : 0

Carrying on:
Below each SMILES – HDAC3 inh | TMEM16A act
> C[C@H](CO)N1C[C@H](C)[C@@H](CN(C)S(C)(=O)=O)Oc2c(NC(=O)C3CCCCC3)cccc2C1=O
    1 | i
> COc1ccccc1C(CNC(=O)c1ccc(OCc2c(C)noc2C)cc1)N1CCCC1 (stereo unspecified)
    3 | i
> Cn1ccc2cc(-c3ccc4ncnc(NCc5cccs5)c4c3)ccc21
    -1 | i
> O=[N+]([O-])c1cc(C(F)(F)F)ccc1Cl
    -1 | i
> Cc1ccc(NC(=O)COC(=O)c2c(-c3ccccc3)noc2C)cc1
    4 | i
> CC(C)c1ccc(NC(=O)COC(=O)c2ccc(CN3CCCC3=O)cc2)cc1
    6 | i
> O=C1C=C(c2cccc(O)c2)C[C@@H](c2ccc(F)cc2)C1
    -1 | i
> Cc1ccc2cccc(OCC(=O)N(C)CC(=O)Nc3ccc(F)cc3)c2n1
    -4 | i
> C=CCN(CC(=O)NC1CC1)S(=O)(=O)c1cccc(C(F)(F)F)c1
    -1 | i
> Cc1cccc(OCCC(=O)Nc2ccc(N3CCOCC3)cc2N2CCOCC2)c1
    0 | i
> CN(C(=O)c1ccc(NC(=O)Cc2cccc(NC(=O)C3CCN(C(=O)C4CCCCC4)CC3)c2)cc1)C1CCCC1
    3 | i
> O=C(O)Cc1cccc2ccccc12
    2 | i
> CC1CN(S(=O)(=O)c2cccc(C(=O)OCC(=O)N3CCCCCC3)c2)CC(C)O1 (stereo unspecified)
    -9 | i
> O=C(CCCN1C(=O)NC2(CCCC2)C1=O)N1CCN(S(=O)(=O)c2ccccc2)CC1
    2 | i
> CCN1C(=NCc2ccc(OC)cc2)N[C@@H](c2ccccc2)[C@H](C(=O)OC)[C@H]1C
    -1 | i
> Cc1cc(NC(=O)COC(=O)c2cnccn2)ccc1Br
    1 | i
> Cc1ccsc1C(=O)OCC(=O)N(C)C1CCCCC1
    5 | i
> COc1ccc(C2=Nn3c(nnc3-c3ccccc3Cl)SC2)cc1OCC1CC1
    8 | i
